High-throughput results from PubChem BioAssay.
LGR2 antag: Drosophila LGR2 receptor signaling inhibition. HEK293 LGR2, CRE-luciferase, bursicon-stimulated, 4 h. inhibition, % at 9.99 µM. actives 0.35% (n = 380,000). AID 720647;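 active = drop in luminescence signal, shown as inhibition above about 50% in the replicate tests, limit read from the data, passing the limit was not always enough; inconclusive = probably only some replicates passing the limit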;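 note: agonist challenge used bursicon conditioned medium at about half maximal strength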
ARNT TACC3 PPI: disruptors of human ARNT/TACC3 interaction; Q9Y6A5; AlphaScreen His-ARNT PAS-B/GST-TACC3 binding, luminescence; TACC3 fragment carries E629A point mutation; inhibition, % at 9.99 µM; actives 0.66% (n = 390,000); AID 623870;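 active = mean inhibition of replicates at least 50% and at least half of replicates each reaching 50%; inconclusive = half or more replicates reach 50% but mean below 50%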;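 note: 0% = complete ARNT plus TACC3 wells and 100% = ARNT alone without TACC3; many hits fall short of the cut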
EWS-Fli inh: blocks EWS/Fli oncoprotein-driven transcription. A673 NR0B1-luciferase reporter, viability-normalised. inhibition, % at 12.6 µM. actives 0.67% (n = 350,000). AID 651661;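 active = mean inhibition of at least 50% after viability correction, with every replicate also passing that limit; inconclusive = mean reaches 50% but only one of two replicates passes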;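 note: firefly luciferase signal divided by Alamar Blue viability fluorescence both relative to DMSO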
SIRT5 inh: inhibitors of human sirtuin-5 desuccinylase | actives 1.1% (n = 330,000) | AID 652115 | Q9NXA8 | inhibition, % at 15 µM | Purified SirT5, succinyl-peptide AMC, trypsin-coupled fluorescence; in the data active = inhibition above about 15%; inconclusive = no clear call, values can overlap the other calls
Target sequence (Q9NXA8 whole entry, looked up): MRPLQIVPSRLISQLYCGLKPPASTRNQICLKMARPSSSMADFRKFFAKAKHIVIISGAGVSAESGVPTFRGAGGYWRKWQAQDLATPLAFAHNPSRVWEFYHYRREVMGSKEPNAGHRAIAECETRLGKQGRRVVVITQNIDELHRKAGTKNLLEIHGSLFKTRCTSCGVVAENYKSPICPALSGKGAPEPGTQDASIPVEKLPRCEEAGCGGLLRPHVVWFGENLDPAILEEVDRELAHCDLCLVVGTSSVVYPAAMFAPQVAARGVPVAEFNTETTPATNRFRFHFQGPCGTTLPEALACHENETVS
PAX8 inh HTS: PAX8 transcriptional activity inhibition. AID 652154. RMG-I TPO-luciferase reporter, SteadyGlo, 24 h. actives 1.2% (n = 360,000). inhibition, % at 12.6 µM;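 active = mean replicate inhibition at least 60% with every replicate also reaching 60%; inconclusive = only one of the two criteria is met; inactive = mean below 60% and not all replicates reaching 60%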;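 note: luciferase light reporting Pax8 driven TPO promoter activity; plate controls were median of neutral control wells for no effect and mitoxantrone controls for full effect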
DENV2 CPE rescue: protects cells from dengue virus 2 cytopathic effect; DENV2-infected cells, cytopathic effect rescue, plate reader; CPE inhibition, % at 9.99 µM; AID 651640; actives 1.7% (n = 350,000); in the data active = CPE inhibition above about 20%, passing the limit was not always enough; inconclusive = no clear call, values can overlap the other calls; tested in BHK-21 cells;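 note: 0% = median of neutral control wells and 100% = median of positive control wells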
Casp6 inh: caspase-6 (human) enzyme inhibition | P55212 | purified caspase-6, Z-VEID-R110 cleavage fluorescence | inhibition, % at 12.5 µM | actives 0.53% (n = 350,000);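 active = mean inhibition across replicates at least about 35%, with every replicate also reaching that limit, limit read from the data; inconclusive = only one of the two criteria met; inactive = neither criterion met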;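 note: 0% = median of neutral control wells and 100% = no fluorescence left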
Target sequence (P55212 24-179 limits assumed): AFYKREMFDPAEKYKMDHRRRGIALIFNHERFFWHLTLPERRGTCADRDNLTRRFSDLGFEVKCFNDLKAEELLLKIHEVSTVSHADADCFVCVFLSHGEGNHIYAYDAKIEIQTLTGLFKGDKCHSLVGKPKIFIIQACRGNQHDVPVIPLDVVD
Target sequence (P55212 194-293 limits assumed): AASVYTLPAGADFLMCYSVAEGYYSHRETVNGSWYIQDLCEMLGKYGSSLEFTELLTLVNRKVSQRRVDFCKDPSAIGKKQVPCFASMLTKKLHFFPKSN
Active calls of the source: *; u = inconclusive; x = no result given; & = joins results of further samples.

SMILES,LGR2 antag,ARNT TACC3 PPI,EWS-Fli inh,SIRT5 inh,PAX8 inh HTS,DENV2 CPE rescue,Casp6 inh
COc1ccc(Cl)cc1NC(=O)COC(=O)CCc1cc(OC)c(OC)c(OC)c1,-4,3,-9,0,15,9,-5
O=C(CN1CCCc2ccccc21)NC(=O)NC1CCCCC1,-50,-1,2,-3,-8,-3,-2
Cn1cnnc1SCC(=O)NN1C(=O)NC(C)(c2ccccc2)C1=O (stereo not given),-1,0,-4,-1,-15,-8,2
COc1ccc(CCN2CC(C(=O)NCCN3CCOC3=O)CCC2=O)cc1 (stereo not given),-17,2,5,0,x,-2,-5
Cc1noc(C)c1S(=O)(=O)Nc1ccc2c(c1)C(=O)N([C@@H](C)CO)C[C@@H](C)[C@H](CN(C)C(=O)Nc1cccc3ccccc13)OCCCC[C@@H](C)O2,2,21,7,10,12,-5,3
C[C@@H]1CN([C@H](C)CO)C(=O)c2cc(-c3cncnc3)cnc2O[C@H]1CN(C)C(=O)Cc1ccccn1,5,-6,-5,0,x,-2,-1
COc1cc(C(=O)NC(=S)N2CCCCCC2)cc(OC)c1OC,9,5,12,-4,-1,-1,5
Clc1ccc2nc(N3CCCCC3)sc2c1,-13,-5,-53,-3,30,-7,-3
O=C(CCc1nnc(CCCCc2ccccc2)o1)NCCN1CCOC1=O,-19,-11,3,-4,-3,5,3
C[C@H](NC(=O)C[C@@H]1C=C[C@H](NC(=O)Cc2ccccn2)[C@@H](CO)O1)c1ccccc1,12,3,x,-7,x,5,13
O=C(Nc1ccc(Br)cn1)c1ccc([N+](=O)[O-])o1,-31,-2,14,-1,54,2,6
COCC(=O)N1[C@@H](C#N)[C@@H](c2ccc(C#CCC3CCCC3)cc2)[C@@H]1CO,-7,-2,-17,-5,4,-3,1
O=C(NC1CC(=O)N(c2ccc3c(c2)OCCO3)C1)N1CCCCC1 (stereo not given),-3,-27,-1,14,-14,-4,6
NNC(=O)COc1ccc(C(F)(F)F)cc1,-14,0,8,0,-9,-3,-2
COc1ccccc1NC(=O)CSc1nnnn1-c1ccc(F)cc1,5,-1,-7,-2,5,-5,0
CC[C@H](NC(=O)[C@@H](Cc1ccccc1)NC(=O)[C@H]1O[C@@H](n2cnc3c(=O)[nH]c(N)nc32)[C@H](O)[C@@H]1O)c1ccccc1,-5,x,-1,-2,-8,3,0
O=C(NCc1nnnn1-c1ccc(F)c(F)c1)c1ccc2ccccc2c1,-12,14,-4,-2,1,-10,6
CN(C)CCNC(=O)C(=O)c1c(-c2ccccc2)cc2ccccn12,16,x,-3,-4,-5,-3,-1
O=c1[nH]c(C2CCN(S(=O)(=O)c3ccc4c(c3)OCCO4)CC2)nc2c1nnn2Cc1ccc(F)cc1,-9,3,8,2,9,1,0
Cn1c(=O)oc2cc(S(=O)(=O)N3CCC(C(=O)N4CC=C(c5ccccc5)CC4)CC3)ccc21,-14,-19,4,x,-3,1,-1
C[C@@H]1CCCCO[C@H](CN(C)Cc2ccc(C(=O)O)cc2)[C@H](C)CN([C@@H](C)CO)C(=O)c2cc(NC(=O)c3ccccc3)ccc2O1,8,-6,-7,5,4,u,-2
COC(=O)c1[nH]c2ccc(F)cc2c1NS(=O)(=O)c1ccc(F)c(C)c1,11,-32,x,x,28,x,x
O=C(Nc1ccccc1F)N1CCCCN2[C@H](C1)[C@@H](c1ccc(C3=CCCC3)cc1)[C@@H]2CO,-23,-10,-8,0,-5,9,0
CCCc1ccc(OCCNC(=O)C2CCCCC2)cc1,9,x,1,-4,11,3,-1
OC[C@H]1[C@H](c2ccc(Br)cc2)[C@H]2CN(Cc3ccccn3)CCCCN21,2,12,2,10,-17,u,1
O=C(NCc1ccco1)c1cnc2ccccn2c1=O,10,-5,3,-1,-18,-5,9
O=C(Nc1nc2ccc3ccccc3c2s1)c1ccc(N2CCCCC2)c([N+](=O)[O-])c1,1,14,-8,-1,-7,1,-1
CCCN(C)C[C@@H]1Oc2cc(C#CC(C)(C)O)ccc2S(=O)(=O)N([C@@H](C)CO)C[C@@H]1C,17,-2,0,2,x,u,-2
COc1ccccc1NC(=O)N1C[C@H](O)COC[C@@H]2O[C@@H](CC(=O)NCCc3ccncc3)CC[C@H]21,5,-3,-9,8,-4,3,1
CC1=CC(=O)CC2C1(C)CCC(C)C2(C)CCC(C)CC(=O)O (stereo not given),6,-4,0,3,x,-5,17
C/C=C/c1ccc(C2[C@@H]3CN(C(=O)Nc4ccc(F)cc4)C[C@H]2N3)cc1 (stereo not given in full),-19&17,x,-1&-8,-3&-3,-2&1,13&-1,1&-2
CSc1nc2ccc(NC(=O)c3ccc(=O)n(C)n3)cc2s1,-13,5,-65,1,-18,3,4
COc1ccc(C)cc1N(CC(=O)Nc1ccc(S(=O)(=O)N2CCCC2)cc1)S(C)(=O)=O,3,-2,x,3,18,1,-2
CC12CCC(=O)N1C(C(=O)Nc1nnc(SCc3ccccc3)s1)CS2 (stereo not given),0,0,-3,2,-4,9,0
CCOC(=O)CNC(=O)c1ccc(OCC(F)(F)F)cc1,-12,x,-26,0,-130,-2,-1
CCN(CC)S(=O)(=O)c1ccc(C(C)NC(=O)Cc2c[nH]c3ccccc23)cc1 (stereo not given),-6,-6,12,-2,30,-6,-1
O=C(Nc1ccccc1Cl)C1(c2ccccc2)CC1(Cl)Cl (stereo not given),-1,-2,x,x,5,x,x
Cc1ccc(-c2nc(-c3ccccn3)sc2CC(=O)O)cc1,-20,-4,-27,-4,2,-4,3
CN(C)Cc1cn(CC[C@H]2CC[C@H](NC(=O)Nc3ccccc3F)[C@@H](CO)O2)nn1,1,2,1,-13,-8,-1,0
C[C@@H]1CN([C@@H](C)CO)S(=O)(=O)c2ccc(-c3ccccc3)cc2O[C@H]1CN(C)Cc1ccncc1,13,18,16,13,x,-14,-1
N#CCc1ccnc2ccccc12,-6,3,-1,1,0,-11,1
CCc1cc2c(=O)c(-c3nc4ccccc4n3C)coc2c(CN2CCCC(C)C2)c1O (stereo not given),-1,-3,-7,5,-4,-2,-3
COc1ccccc1-c1csc(C(O)c2cccc(Cl)c2)n1 (stereo not given),0,x,-3,1,-15,-3,0
COC(=O)c1cn(C(=O)c2ccc(OC)cc2)c2ccccc12,-16,5,11,-2,-5,17,-4
COc1ccc2c3c([nH]c2c1)[C@@H](CO)N(C(=O)Nc1ccccc1F)CC31CCN(C(=O)C2CC2)CC1,-10,x,15,10,-2,10,-2
COc1ccc(S(=O)(=O)N[C@H]2C=C[C@H](CC(=O)O)O[C@@H]2CO)cc1,7,-10,-6,-1,-24,u,2
COC(=O)CCC(C)C1CCC2C3C(OC(C)=O)CC4CC(O)CCC4(C)C3CC(O)C12C (stereo not given),-21,x,3,-4,4,-7,0
Cn1cc(CN(CCO)Cc2cccs2)c(-c2ccccc2F)n1,2,11,13,-2,-2,-2,2
COc1ccccc1-n1c(SCC(=O)OC(C)C)nc2cccnc21,4,9,5,-4,-7,-1,-6
O=C(NCc1c(Cl)cccc1Cl)c1ccc2nnsc2c1,-1,-5,-5,-6,-7,6,0

Further structures:
SMILES,LGR2 antag,ARNT TACC3 PPI,EWS-Fli inh,SIRT5 inh,PAX8 inh HTS,DENV2 CPE rescue,Casp6 inh
N#Cc1sc(NCc2cccc(Cl)c2)nc1Cl,-11,-1,-30,-2,-76,-6,1
CCC(=Cc1ccc(CC)cn1)CC,-2,-6,2,-4,-7,-6,-1
COc1ccc([C@H]2C=C(C(=O)O)O[C@@H](OCc3ccc(CO)cc3)C2)cc1,-8,9,7,1,-9,-1,-1
CCCNC(=O)C[C@H]1C[C@@H]2c3cc(N(C)C)ccc3O[C@@H]2[C@H](CO)O1,5,8,-4,-3,x,-2,1
N#Cc1ccc(S(=O)(=O)N2CCN(CN3C(=O)CC4(CCCC4)C3=O)CC2)cc1,21,x,-2,x,-7,-1,4
CC=Cc1ccc2n(c1=O)C[C@H]1[C@H](CO)[C@@H](C(=O)NCCCN(C)C)[C@@H]2N1C(=O)c1ccccc1 (mixture of isomers),-2,x,-7,x,-11,0,x
Cc1noc(C)c1S(=O)(=O)Nc1ccc2c(c1)C(=O)N([C@@H](C)CO)C[C@H](C)[C@H](CN(C)C(=O)CCC(F)(F)F)OCCCC[C@@H](C)O2,-7,7,11,2,-8,0,0
CCN(CC)Cc1ccccc1CNC(=O)c1cccc(S(=O)(=O)Nc2ccc3c(c2)OCO3)c1,-26,9,-4,-8,-17,4,-2
CN(C)CC(=O)N[C@H]1C=C[C@@H](CC(=O)O)O[C@@H]1CO,-2,x,-2,-6,x,-2,0
COc1ccccc1NC(=O)NCCN1CCCCC1,11,0,0,0,-18,4,-3
COc1ccc(C(=O)c2cc([N+](=O)[O-])ccc2N2CCCC2)cc1,-12,5,x,x,28,x,x
Cc1cccc(S(=O)(=O)N2C[C@H](O)COC[C@@H]3O[C@@H](CC(=O)Nc4ccccc4)CC[C@H]32)c1,12,-6,4,7,-2,3,0
CCOC(=O)c1sc(Nc2nc3cc4c(cc3s2)OCO4)cc1C,-60,-2,x,x,-11,x,x
Cc1noc(C)c1COc1ccc(C(=O)N2CCCC(C(F)(F)F)C2)cc1 (stereo not given),-2,-14,-4,-4,14,0,-2
Cc1cccc(N(C(=O)c2ccco2)C(C(=O)NC2CCCC2)c2cccnc2)c1C (stereo not given),11,4,3,-6,9,-4,3
O=C(OCC(=O)N1CCN(c2ccccc2)CC1)c1ccc[n+]([O-])c1,-23,-12,-5,0,13,2,0
CC(C)n1cc(CNC(=O)C2CCC(=O)N(Cc3ccccc3F)C2)cn1 (stereo not given),8,2,4,-1,-14,-4,-1
C[C@@H]1CN([C@H](C)CO)C(=O)c2c(c3ccccc3n2C)-c2ccccc2CO[C@H]1CN(C)Cc1ccc(-c2ccccc2)cc1,22,x,5,-2,5,-2,-4
Cc1cc(C)cc(NC(=O)Cn2c(=O)oc3cc(S(=O)(=O)N4CCC(C)CC4)ccc32)c1,2,-3,4,x,18,-9,4
CCN(CC)S(=O)(=O)c1ccc(C(=O)NC(=S)N2CCN(c3ccccc3O)CC2)cc1,7,x,-2,14,-11,1,6
Cc1noc(C)c1S(=O)(=O)N(C)C[C@@H]1Oc2ccc(NC(=O)CCCCCC(=O)Nc3ccccc3N)cc2CC(=O)N([C@H](C)CO)C[C@H]1C,5,x,-9,x,-18,14,x
CNC(=O)OCc1snc(-c2ccccc2)c1COC(=O)NC,15,x,0,x,-9,-2,-2
COc1ccccc1CNC(=O)C[C@@H]1C[C@H]2c3cc(NC(=O)Nc4ccccc4F)ccc3O[C@H]2[C@H](CO)O1,2,-4,-2,-1,-21,-3,-5
Cc1ccc(/C=N/NC(=O)CSc2nc3ccccc3c(=O)n2-c2ccccc2)s1,x,-1,-8,-2,-8,0,-2
CN(C(=O)COC(=O)c1cc(S(=O)(=O)N2CCOCC2)ccc1F)C1CCS(=O)(=O)C1 (stereo not given),10,-1,-3,-4,-17,-5,2
COc1cc(/C=C(\CCC(=O)O)c2nc3ccccc3s2)ccc1OCC(=O)Nc1c(Cl)cccc1Cl,-12,3,1,-7,6,-4,-4
CCn1nc(C(=O)OCC(=O)N(CC(C)C)c2c(N)n(Cc3ccccc3)c(=O)[nH]c2=O)c2ccccc2c1=O,-9,1,0,-1,-4,4,-1
Fc1ccc(CNc2ncnc3cc(Cl)ccc23)cc1,-1,-8,17,5,-8,6,3
O=C(NCCc1ccccc1)c1[nH]c(C(F)(F)F)nc1-c1ccccc1,-7,x,-11,-1,-20,-7,-2

This is a random part of the collection. Share with any hit: about 4.9%.
